High-throughput results: PubChem BioAssay, several laboratories
PostGolgi yeast: phenotypic screen on post-Golgi transport, primary screen | post-Golgi transport phenotypic cell assay | inhibition, % at 10 µM | actives 0.9% (n = 98,000); in the data active = inhibition above about 30%;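 also: yeast cells grown in 1536-well plates; yeast grown about 18 h at 30C before absorbance read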
CYP2C19 act: human CYP2C19 activators, primary screen, biochemical, luminescence | recombinant CYP2C19, luciferin-H EGE luminescence; active compounds read high; 0 = fully inhibited enzyme, 1 = untreated enzyme | activation factor at 5 µM | 96,000 tested, under 10 active;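 active = activation factor of at least 2 at 5 µM in the primary screen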;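 also: 0 = wells with 2.5 mM tranylcypromine and 1 = vehicle-only wells; values of inactives mirror those of a sister screen read the other way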
Target sequence (P33261 whole entry, looked up): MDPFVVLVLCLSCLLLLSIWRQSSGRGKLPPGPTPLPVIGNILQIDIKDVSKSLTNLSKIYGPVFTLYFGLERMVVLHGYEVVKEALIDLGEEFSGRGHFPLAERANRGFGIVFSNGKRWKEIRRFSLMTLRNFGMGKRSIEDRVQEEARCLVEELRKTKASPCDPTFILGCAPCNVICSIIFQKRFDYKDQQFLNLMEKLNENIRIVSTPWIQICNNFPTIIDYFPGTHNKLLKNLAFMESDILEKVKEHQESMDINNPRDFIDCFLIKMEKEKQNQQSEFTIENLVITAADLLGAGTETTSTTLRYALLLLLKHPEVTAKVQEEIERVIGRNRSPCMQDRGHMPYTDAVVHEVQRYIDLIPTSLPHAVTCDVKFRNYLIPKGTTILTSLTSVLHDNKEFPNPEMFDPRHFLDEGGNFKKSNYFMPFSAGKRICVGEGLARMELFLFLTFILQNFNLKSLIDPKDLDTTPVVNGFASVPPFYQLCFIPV
CYP2C9 activ: human CYP2C9 activators, primary screen, biochemical, luminescence. Cytochrome P450 2C9 (Homo sapiens), P11712. recombinant CYP2C9, luciferin-H conversion; active compounds read high; factor 1 = untreated enzyme, 0 = blocked. activation factor at 5 µM. actives 1.4% (n = 96,000). AID 1024, 2008;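 active = activation factor of 2 or more for CYP2C9 at a 5 µM dose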;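 also: 0 = sulfaphenazole-blocked wells and 1 = vehicle-only wells; values of inactives mirror those of a sister screen read the other way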
Target sequence (P11712 whole entry, looked up): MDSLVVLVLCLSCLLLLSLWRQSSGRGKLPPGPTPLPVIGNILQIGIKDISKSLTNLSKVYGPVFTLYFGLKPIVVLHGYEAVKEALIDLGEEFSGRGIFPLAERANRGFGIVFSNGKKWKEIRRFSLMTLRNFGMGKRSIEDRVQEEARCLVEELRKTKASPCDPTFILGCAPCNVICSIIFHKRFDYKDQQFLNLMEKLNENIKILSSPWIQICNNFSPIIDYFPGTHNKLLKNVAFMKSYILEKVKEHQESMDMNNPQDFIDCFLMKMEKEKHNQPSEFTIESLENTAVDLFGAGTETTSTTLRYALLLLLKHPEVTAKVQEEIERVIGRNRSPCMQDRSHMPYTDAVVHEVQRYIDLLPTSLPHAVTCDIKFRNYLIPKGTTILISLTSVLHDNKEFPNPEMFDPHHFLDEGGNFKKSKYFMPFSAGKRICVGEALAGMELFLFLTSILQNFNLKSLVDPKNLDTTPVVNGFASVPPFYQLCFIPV
CYP2C19 inhib: blockers of cytochrome P450 2C19 activity – biochemical, luminescence, ADME assay, primary screen; CYP2C19 Supersomes, luciferin-H EGE luminescence, 30 min; inhibition, % at 5 µM; actives 21% (n = 96,000);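 active = CYP2C19 inhibition above a set limit at 5 µM in the primary screen, cut at about 50% in these data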;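 also: plate controls were negative control wells for no effect and 2.5 mM tranylcypromine positive control for full effect; values of inactives mirror those of a sister screen read the other way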
Pyk2 oligo antag: antagonists of Pyk2 self-association, primary screen, Q293 cells, FERM NanoBiT luminescence, HTS | actives 0.83% (n = 99,000) | Protein-tyrosine kinase 2-beta (Homo sapiens), Q14289 | AID 1347419, 2020 | z-score (the deposit names both 25 µM and 10 µM) | active compounds read low;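 active = Z-score of -3 or lower, scaled per plate to the spread of control and sample wells; inactive = z-score above -3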;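 also: negative z-score means lost luminescence so less FERM oligomerization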
EphB4 ephrin blk: EphB4-ephrin-B2 interaction antagonists, primary screen, biochemical, TNYL-RAW peptide probe, fluorescence polarization; EphB4 LBD / TNYL-RAW-Alexa532 peptide; inhibition, % at 7 µM; actives 0.15% (n = 97,000);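 active = inhibition above the screen-wide mean inhibition plus 3 SD, cut at about 15% in these data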;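 also: 0% = DMSO wells and 100% = excess unlabeled TNYL-RAW peptide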
CYP2C9 inh: blockers of cytochrome P450 2C9 activity – biochemical, luminescence, ADME assay, primary screen. CYP2C9 Supersomes, luciferin-H conversion. inhibition, % at 5 µM. actives 20% (n = 96,000). AID 777, 2007;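 active = blocking of liver enzyme CYP2C9 beyond about 50% at 5 µM, limit read from the data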; also: values of inactives mirror those of a sister screen read the other way
E coli WT exp: growth inhibitors of wild-type E. coli, primary screen, strain BW25113, expanded library, OD600. actives 0.15% (n = 98,000). growth inhibition, % at 100 µM. OD600 absorbance;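 active = growth inhibition above about 50% at one test dose, limit read from the data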;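 also: growth measured after 20 h incubation at 37 °C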
PLAP act: PLAP enzyme activators, biochemical, luminescence, HTS; Alkaline phosphatase, placental type (Homo sapiens), P05187; purified PLAP enzyme, luminescent substrate read-out; active compounds read high; activation fold at 20 µM; actives 1.2% (n = 96,000); AID 696, 2007; in the data active = activation fold above about 2
* = called active by the depositor; · = no result given.

Second line of a record: PostGolgi yeast	CYP2C19 act	CYP2C9 activ	CYP2C19 inhib	Pyk2 oligo antag	EphB4 ephrin blk	CYP2C9 inh	E coli WT exp	PLAP act
O=C(Nc1ccccc1N1CCCCC1)c1ccc(F)cc1
→ 3	0.8	1	16	-0.41	5	-1	1	0.8
CC(C(=O)NC(=O)NC1CCCCC1)N1CCN(c2ccccn2)CC1 (stereo not drawn)
→ 5	0.7	0.4	25	-0.53	-3	57*	-1	1.5
N#Cc1cccc(C(c2nnnn2CCc2ccccc2)N2CCN(C3CCCCC3)CC2)c1 (stereo not drawn)
→ 13	0.9	1	8	-0.18	6	-5	-3	1.2
CCSC1=C(C#N)C(c2ccccc2Cl)CC(=O)N1 (stereo not drawn)
→ -2	0.7	0.8	30	-0.39	0	18	4	0.9
CC1SC(c2ccccc2Cl)NC1=O (stereo not drawn)
→ 5	1	0.8	2	-0.44	3	17	11	0.9
Cc1noc(/C=C/N(C)C)c1S(=O)(=O)N1CCCC(C(=O)NCc2ccco2)C1 (stereo not drawn)
→ -12	0.6	0.5	40	·	-10	49	5	1.3
CC(C)Cc1cc(-c2ccco2)c(C#N)c(N)n1
→ 7	1	1	1	1	-1	-2	-14	0.9
CN(CC(=O)NCc1ccccn1)S(=O)(=O)c1ccccc1
→ -7	0.8	0.9	20	1.7	3	13	7	1.1
COc1ccc(C(=O)OCC(=O)Nc2cc(C)on2)cc1S(=O)(=O)N1CCOCC1
→ 4	1.1	1	-9	0.42	-4	0	-8	1
CC1(C)CC(=O)C(Sc2nnc(-c3ccc(NS(C)(=O)=O)cc3)n2Cc2ccco2)C(=O)C1
→ 13	1	0.9	-1	0.12	11	6	3	0.9
c1ccc2[nH]c(CN3CCOCC3)nc2c1
→ 0	1	0.9	5	0.09	0	5	1	0.9
CC(C)(C)NC(=O)CSc1ncnc2c1nnn2Cc1ccccc1Cl
→ 0	0.7	1.1	29	-1.6	1	-7	2	1
O=C(O)CCCN1C(=O)/C(=C/c2ccc(-c3nc4ccccc4s3)o2)SC1=S
→ 4	0.9	0.5	10	1.9	-5	48	5	1
CCN=C(N/N=C/c1ccc([N+](=O)[O-])cc1)SC
→ -4	0.6	0.7	43	0.01	-1	27	1	0.7
CCN1CCn2c1nc(N1CCCCC1)nc2=O
→ -13	1	0.9	4	-0.11	-8	12	0	0.8
O=C(CN(C1CCCCC1)S(=O)(=O)c1ccc(F)cc1)NCCCO
→ 6	1	0.9	-1	0.93	2	7	-3	1.1
Cc1nc(=O)c(-c2ccccc2)c(C)n1-c1ccc(C(=O)O)cc1
→ -4	1	1.1	1	1.7	5	-8	-9	1
COc1cccc(C(=O)Nc2cc(=O)n(C)c(=O)n2C)c1OC
→ -1	1	1	4	·	-2	4	2	1
CN(CC(=O)Nc1ccc(C#N)cc1)Cc1ccc(Cl)c(Cl)c1
→ 4	0.6	0.5	39	1.5	-2	45	-1	0.9
Cc1nn(C)cc1CNC(=O)c1cnn2c1NC(c1ccc(Br)cc1)CC2C(F)(F)F (stereo not drawn)
→ 2	0.9	0.8	9	0.16	·	20	2	1.6
COc1cccc(NC(=O)CSc2nnc(-c3cc(C)n(-c4ccccc4)c3C)o2)c1
→ -13	0.5	0.2	50	-0.07	-10	78*	-23	1.3
COc1ccc(S(=O)(=O)Nc2cc(C(=O)NCCC(C)C)ccc2N2CCOCC2)cc1
→ 12	0.5	0.4	46	-0.26	-3	61*	-6	1.3
Cc1ccccc1CN1C(=O)CSc2ccc(C(=O)N3CCOCC3)cc21
→ 4	0.6	0.7	39	0.93	·	32	6	1.5
C=C(C)C(=O)OC1(C(F)(F)F)Oc2cc(C)ccc2NC1=O (stereo not drawn)
→ -7	0.4	0.6	63*	-0.23	6	39	-10	1.1
Cn1c(=O)c2c(nc(N3CCCCCC3)n2Cc2cccc3ccccc23)n(C)c1=O
→ 8	0.2	0.1	76*	-1.1	·	90*	-9	1.5
CCCS(=O)(=O)N1CCC(C(=O)NCC2CCCO2)CC1 (stereo not drawn)
→ -4	1	1	-4	-0.37	-2	-4	-4	1
COc1cc2sc(C)nc2c2sccc12
→ 3	0.6	1	40	-0.29	·	4	6	0.9
COc1cccc(C(=O)N2CCN(Cc3ccccc3C(F)(F)F)CC2)c1
→ 5	0.1	0.6	95*	-0.71	-1	37	7	1.7
CCOC(=O)c1c(C)noc1CP(=O)(c1ccccc1)c1ccccc1
→ -4	·	·	·	-0.23	-9	·	-1	·
Cc1ccc2cc(CCNC(=O)c3ccc4c(c3)OCO4)c(=O)[nH]c2c1
→ 3	1	0.7	4	·	-6	32	-11	0.9
CCN(C(=O)CSc1nncs1)c1c(N)n(Cc2ccccc2)c(=O)[nH]c1=O
→ -10	0.9	0.8	6	-0.09	8	19	1	1.1
O=C(c1ccco1)N(Cc1cc2ccccc2[nH]c1=O)CC1CCCO1 (stereo not drawn)
→ 5	0.9	1	8	0.22	-2	-4	-1	0.9
COc1cc(C)nc(Nc2nc(C)c(C(C)=O)s2)n1
→ 2	0.7	0.7	29	-0.99	-3	31	-1	1.3
COCCCNC(=O)CCCC(=O)NCCCOC
→ 10	1.1	1.1	-6	-0.12	-1	-13	-2	1.3
COc1ccccc1-n1c(C)cc(SC)c(C(C)=O)c1=S
→ 1	0.5	0.6	48	-0.21	1	36	0	0.8
c1ccc2c(c1)[nH]c1c(N3CCC4(CC3)OCCO4)ncnc12
→ 2	0.3	0.6	68*	0.29	-1	38	2	0.8
Cc1ncn(C23CC4CC(CC(O)(C4)C2)C3)n1
→ -3	1	0.9	4	0.19	-2	11	-18	1.1
O=C(O)CCCn1nc(-c2ccccc2)c2ccccc21
→ -4	0.9	0.7	13	·	·	34	1	1.2
CCCC(N)CCCCCC(=O)O (stereo not drawn)
→ -12	0.9	1	14	0.04	-6	-1	-4	0.9
C=CCN1C(=NC(=O)CCC)SC2CS(=O)(=O)CC21 (stereo not drawn)
→ 21	0.7	1	32	0.39	-8	1	2	1.1
CC1CN(C(=O)N[C@@H](Cc2ccccc2)C(=O)O)CC(C)O1 (stereo partly drawn)
→ 0	1	1	-5	0.46	4	-3	3	0.9
O=C(NC1CCCC1)c1ccc(CN2CCOCC2)cc1
→ 7	1.2	0.8	-20	0.54	-7	17	3	1.5
COc1ccc(C2C=C(c3ccc(Br)s3)Nc3ncnn32)cc1OC (stereo not drawn)
→ 2	0	0.5	98*	·	·	50*	-10	1.2
COc1cc(OC)c(NC(=O)c2c(-c3ccccc3)noc2C)cc1Cl
→ -2	1	0.7	0	0.29	3	26	-12	1
CCN1CCN(C(=S)c2ccc(Br)cc2)CC1
→ -4	0.7	1	29	-0.56	5	2	10	0.9
CCOC(=O)c1c(-c2ccccc2)csc1NC(=O)CSc1nnnn1C
→ 3	0.6	0.2	45	-2.7	12	80*	-14	1.6
CC(=O)NCCn1c(SCC(=O)c2ccccc2)nc2ccccc2c1=O
→ -4	0.3	0.4	71*	-0.82	-1	55*	2	1.3
Clc1ccc(-n2nnnc2SCc2c(-c3ccccc3)nc3sccn23)cc1
→ 1	0.8	0.1	25	0.38	6	89*	-17	1.2
COc1cc(CC(=O)OC2CCOC2=O)cc(OC)c1OC (stereo not drawn)
→ 10	1	1	0	0.46	5	-4	-5	0.9
CN1CCN(C(=O)C2(NC(=O)Nc3cccc(F)c3)CCCCC2)CC1
→ -2	0.5	0.7	47	-0.56	4	35	2	1.4

Next part
Second line of a record: PostGolgi yeast	CYP2C19 act	CYP2C9 activ	CYP2C19 inhib	Pyk2 oligo antag	EphB4 ephrin blk	CYP2C9 inh	E coli WT exp	PLAP act
O=C(CSCc1ccc(Cl)cc1)NCc1ccc2c(c1)OCO2
→ 10	0.7	0	32	-0.72	-7	100*	13	0.8
COc1ccc(CNC(=O)c2cnc3n(c2=O)CCS3)cc1
→ 4	0.8	0.9	23	·	4	10	5	0.9
O=C(O)c1ccc(N2CCCC2=O)cc1
→ -6	0.9	1	13	-0.86	5	-4	-6	1
C=CCn1c(=O)/c(=C/c2ccc(C)o2)s/c1=C(/C#N)C(=O)c1ccccc1
→ -2	1	0.7	4	-0.76	2	29	-4	1.1
Cc1cc(C)n(-c2ccc(C(=O)NCc3ccc4c(c3)OCO4)cc2)n1
→ -32	0.6	0.5	42	-0.48	·	49	6	1.2
CN(C)CCNC(=O)c1ccc(CS(=O)(=O)c2c(Cl)cccc2Cl)o1
→ -3	1	1	-3	·	-8	-1	5	0.9
Cc1cccn2c(=O)c(C=Nc3c(C)n(C)n(-c4ccccc4)c3=O)c(N3CCCC3)nc12
→ ·	0.9	0.8	11	·	·	15	·	1.6
COc1cc(OC)cc(C(=O)NCCN2CCOCC2)c1
→ 4	1	1.2	2	0.22	6	-15	5	0.9
O=C(O)C1CC=CCC1C(=O)N1CCN(c2nc(-c3ccccc3Cl)c3cc(Br)ccc3n2)CC1 (stereo not drawn)
→ ·	1	0.6	4	-0.63	·	39	·	1.5
COc1cccc(C2c3c(oc4cc(C)c(C)cc4c3=O)C(=O)N2CCCN(C)C)c1 (stereo not drawn)
→ -7	0.9	0.7	8	·	-3	35	1	1.6
CC(C)NC(=O)c1cc(C(=O)c2cc(Cl)ccc2O)coc1=N
→ -7	0.3	0.7	69*	-1.1	-5	34	-3	1.1

Reformatted with each value named: 3 of the compounds above
> O=C(O)C1CC=CCC1C(=O)N1CCN(c2nc(-c3ccccc3Cl)c3cc(Br)ccc3n2)CC1 (stereo not drawn)
  PostGolgi yeast: · | CYP2C19 act: 1 | CYP2C9 activ: 0.6 | CYP2C19 inhib: 4 | Pyk2 oligo antag: -0.63 | EphB4 ephrin blk: · | CYP2C9 inh: 39 | E coli WT exp: · | PLAP act: 1.5

> COc1cccc(C2c3c(oc4cc(C)c(C)cc4c3=O)C(=O)N2CCCN(C)C)c1 (stereo not drawn)
  PostGolgi yeast: -7 | CYP2C19 act: 0.9 | CYP2C9 activ: 0.7 | CYP2C19 inhib: 8 | Pyk2 oligo antag: · | EphB4 ephrin blk: -3 | CYP2C9 inh: 35 | E coli WT exp: 1 | PLAP act: 1.6

> CC(C)NC(=O)c1cc(C(=O)c2cc(Cl)ccc2O)coc1=N
  PostGolgi yeast: -7 | CYP2C19 act: 0.3 | CYP2C9 activ: 0.7 | CYP2C19 inhib: 69* | Pyk2 oligo antag: -1.1 | EphB4 ephrin blk: -5 | CYP2C9 inh: 34 | E coli WT exp: -3 | PLAP act: 1.1

Random draw from the library. Share with any hit: about 31%.
